# Mdm2 ligase inh – Mdm2 E3 ligase (human) inhibition | Q00987 | cell-based MDM2 ubiquitination luciferase reporter, 2 h; 0 = plate control, 100 = twice control, blank-subtracted | signal enhancement, % at 5 µM | 0.11% of 210,000 active;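 active means signal enhancement of 30% or more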;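 further: luminescence tracks abundance of the self-degrading MDM2-luciferase fusion protein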
#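 Material: Stable MDM2–luciferase fusion reporter cells | Amount: 2000 cells seeded into each well | Dosing: One concentration, 5 µM, with 0.2% DMSO | Incubation: 4 h cell settling then 2 h compound exposure, 37 °C | Measured by: Luciferase luminescence | Read-out basis: % enhancement relative to plate controls after blank subtraction | Benchmarks: Control and blank well means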
# PPC-1+TRAIL kill – PPC-1 cancer cell killing with TRAIL present | PPC-1 cells + TRAIL, ATPLite viability luminescence | cell killing (% activity), % at 4 µM | 0.41% of 220,000 active | AID 1443;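 active means cell killing above 50% in the first pass at 4 µM, then a duplicate retest at 5 µM averaging 50% or more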;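 further: plate controls were cells with TRAIL plus DMSO for no effect and medium-only wells lacking cells for full effect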
# TRPN1 ag – activates the zebrafish TRPN1 channel | HEK293 zebrafish TRPN1-YFP, Fluo-8 calcium fluorescence; 100% = response to 87 µM carbachol | activation, % at 3 µM | 0.18% of 220,000 active;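 active means activation above its plate's cutoff, the mean activation of test wells on that plate plus 3 SD, cut at about 19% in these data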;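 further: 0% = DMSO alone and 100% = 87 µM carbachol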
#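 Control set: carbachol 87 µM as high control, DMSO as low control; system: HEK293 stable line with zebrafish TRPN1-YFP; read-out: % activation versus carbachol response; detection: intracellular calcium fluorescence with Fluo-8; doses: single test compound dose, 3 µM nominal, 0.3% DMSO; schedule: dye 1 h 37 °C plus 30 min RT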
# TRPML3 ag – human mucolipin-3 channel agonism | HEK293 TRPML3-YFP, Fluo-8 calcium fluorescence; 100% = the carbachol control signal | AID 1448 | activation, % at 3 µM | 0.29% of 220,000 active;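 active means activation above its plate's cutoff, the mean activation of the plate's test wells plus 3 SD, cut at about 12% in these data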;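 further: 0% = DMSO only wells and 100% = carbachol wells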
#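 Material: TRPML3-YFP stable HEK293 cells | Dosing: One concentration, 3 µM nominal, 0.3% DMSO | Timing: 125 s total fluorescence read per well | Technique: Fluo-8 calcium dye fluorescence, ex 470-495, em 515-575 nm | Measure: Percent activation from peak-to-basal fluorescence ratio, scaled between DMSO and carbachol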
# TNF death inh – inhibitors of TNF-alpha induced necroptosis in Jurkat FADD-/- cells; activation (protection from cell death), % at 10 µM; Jurkat FADD-/- TNF necroptosis rescue, ATP luminescence, 24 h; 0 = TNF only, 100 = no-TNF cells; 0.068% of 220,000 active;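 active means activation, meaning protection from cell death, of at least 50% relative to plate controls; inactive means activation below 50%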;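 further: necroptosis triggered by 40 ng/mL TNF-alpha added together with compound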
# EBV gp42 block – blocks Epstein-Barr virus glycoprotein 42 binding; Q1HVG2; Fluorescence polarization binding assay, mP read-out; inhibition, % (tested at 21.74 µM); 0.42% of 220,000 active; AID 1085; in the data active means inhibition above about 50%
# Target sequence (Q1HVG2 whole entry, looked up): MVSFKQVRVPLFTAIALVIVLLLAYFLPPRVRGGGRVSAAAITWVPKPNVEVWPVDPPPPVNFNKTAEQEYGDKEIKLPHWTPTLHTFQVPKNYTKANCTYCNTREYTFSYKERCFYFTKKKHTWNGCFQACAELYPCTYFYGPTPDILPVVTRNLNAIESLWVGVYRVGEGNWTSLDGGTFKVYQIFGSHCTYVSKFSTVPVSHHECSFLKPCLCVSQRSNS
# p47phox inh – p47phox (human) inhibition; P14598; p47phox/p22phox peptide binding, fluorescence polarization, 2 h; inhibition, % at 24.7 µM; 0.53% of 220,000 active; AID 1274;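 active means inhibition above about 30%, limit read from the data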;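 further: 0% = p47phox with labelled peptide and 100% = labelled peptide alone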
# Runt-SMMHC FRET – inhibitors of human RUNX1 Runt domain binding to CBFb-SMMHC | Cerulean-Runt/Venus-CBFb-SMMHC FRET ratio 530/480, 1 h | inhibition, % at 20 µM | 0.74% of 220,000 active | AID 1434;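 active means mean inhibition across duplicate retests at 20 µM reaching about 50%, limit read from the data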;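 further: 0% = DMSO wells and 100% = wells with excess untagged CBFb-SMMHC; inhibitors lower the FRET ratio by blocking Runt binding to CBFb-SMMHC; some results filed as inactive read as strong as hits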
# Target sequence (Q01196 whole entry, looked up, the tested form may be a part): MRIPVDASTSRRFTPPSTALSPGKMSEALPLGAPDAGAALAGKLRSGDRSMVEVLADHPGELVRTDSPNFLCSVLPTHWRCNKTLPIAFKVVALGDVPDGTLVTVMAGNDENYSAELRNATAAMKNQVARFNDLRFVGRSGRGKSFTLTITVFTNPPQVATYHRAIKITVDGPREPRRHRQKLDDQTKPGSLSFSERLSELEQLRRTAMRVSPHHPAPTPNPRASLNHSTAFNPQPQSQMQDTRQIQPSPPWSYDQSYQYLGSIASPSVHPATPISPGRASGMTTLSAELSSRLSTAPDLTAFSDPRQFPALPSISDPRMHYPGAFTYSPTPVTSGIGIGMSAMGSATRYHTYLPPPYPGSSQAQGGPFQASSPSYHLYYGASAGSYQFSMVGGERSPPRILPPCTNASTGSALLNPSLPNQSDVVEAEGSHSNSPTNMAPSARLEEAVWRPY
# Target sequence (Q13951 whole entry, looked up, the tested form may be a part): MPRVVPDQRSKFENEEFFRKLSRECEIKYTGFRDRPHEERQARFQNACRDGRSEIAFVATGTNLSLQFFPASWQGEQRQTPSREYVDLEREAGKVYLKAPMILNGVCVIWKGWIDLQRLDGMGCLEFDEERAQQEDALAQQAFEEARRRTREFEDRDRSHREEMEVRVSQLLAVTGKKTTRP
# CHOP inh – blocks CHOP induction under ER stress. CHO-K1 CHOP-promoter luciferase, tunicamycin-induced, 15-18 h. AID 2732. inhibition, % at 10 µM. 3.8% of 220,000 active;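 active means compounds that reduced the stress-induced luciferase reporter signal by more than about 70% of percent inhibition, limit read from the data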;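 further: 0% = tunicamycin plus vehicle and 100% = wells without tunicamycin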
# An asterisk follows results filed as active; nt = not tested or not shown.
SMILES,Mdm2 ligase inh,PPC-1+TRAIL kill,TRPN1 ag,TRPML3 ag,TNF death inh,EBV gp42 block,p47phox inh,Runt-SMMHC FRET,CHOP inh
COCCOC(=O)c1[nH]c2c(c1C)C(=O)CC(c1ccco1)C2 (centres undefined),-15,13,-0.8,-0.7,-16,8,-7,2,nt
COc1ccccc1OCC(=O)NN=C(Cc1ccccc1)Cc1ccccc1,-4,41,-1.9,0.4,5.2,5,-9,1,55
N#Cc1c(N)nc2c(c1-c1ccc(F)cc1)CCC2,-9,-6,0.5,0.2,4.6,-8,-12,29,2
CSc1ccccc1NC(=S)N/N=C/c1cccn1Cc1cccc(C)c1,nt,5,-0.9,0.4,-4.5,-3,nt,4,-6
CC(=O)Nc1cccc(S(N)(=O)=O)c1C,-15,9,0.1,0.4,0.4,-9,-6,1,-1
CN(C)S(=O)(=O)c1ccc(C(=O)OCC(=O)Nc2ccccc2OC(F)F)cc1,-4,-3,-0.9,0.6,1.2,-23,-11,-3,23
COc1cccc(NC(=O)CNC(C)CCC(C)C)c1 (centres undefined),-14,4,0.2,-0.7,-0.3,-8,-7,0,33
CCC1CCCCN1CCNC(=O)CNS(=O)(=O)c1ccc2nc(C)sc2c1 (centres undefined),-19,6,1.2,0.3,0.0,9,-24,4,7
Cc1nc2ccc(NC(=O)c3ccc(Cl)c([N+](=O)[O-])c3)cc2s1,-13,20,1.1,0.9,1.0,-6,-4,2,17
O=C(OCc1csc(-c2ccccc2)n1)c1cccs1,-53,13,-0.5,-0.6,-5.2,-85,-10,2,35
COc1cc(-c2noc(-c3ccccc3C(=O)NCc3ccco3)n2)cc(OC)c1OC,-18,8,1.7,0.3,-3.7,5,42*,0,27
CSCC[C@H](NC(=O)NCc1cccs1)C(=O)O,-6,-17,0.6,0.1,0.5,-16,-21,3,10
COc1ccc2[nH]c(=O)c(CN(C(C)=O)c3cccc(C)c3)cc2c1,2,5,0.9,0.5,0.7,-6,-18,-1,9
O=C(O)C1C2C=CC(C2)C1C(=O)NCCC1=CCCCC1 (centres undefined),-13,-11,1.1,0.2,0.6,-8,-1,0,11
CC(=O)c1cc(NC(=O)c2ccc(C)cc2)c(=O)oc1/C=C/N(C)C,-11,14,2.8,0.9,-2.0,-200,-11,-82,32

# Part of the list above in order of formula weight, highest first.
SMILES,Mdm2 ligase inh,PPC-1+TRAIL kill,TRPN1 ag,TRPML3 ag,TNF death inh,EBV gp42 block,p47phox inh,Runt-SMMHC FRET,CHOP inh
CCC1CCCCN1CCNC(=O)CNS(=O)(=O)c1ccc2nc(C)sc2c1 (centres undefined),-19,6,1.2,0.3,0.0,9,-24,4,7
CSc1ccccc1NC(=S)N/N=C/c1cccn1Cc1cccc(C)c1,nt,5,-0.9,0.4,-4.5,-3,nt,4,-6
COc1ccccc1OCC(=O)NN=C(Cc1ccccc1)Cc1ccccc1,-4,41,-1.9,0.4,5.2,5,-9,1,55
Cc1nc2ccc(NC(=O)c3ccc(Cl)c([N+](=O)[O-])c3)cc2s1,-13,20,1.1,0.9,1.0,-6,-4,2,17
CC(=O)c1cc(NC(=O)c2ccc(C)cc2)c(=O)oc1/C=C/N(C)C,-11,14,2.8,0.9,-2.0,-200,-11,-82,32
COc1ccc2[nH]c(=O)c(CN(C(C)=O)c3cccc(C)c3)cc2c1,2,5,0.9,0.5,0.7,-6,-18,-1,9
COCCOC(=O)c1[nH]c2c(c1C)C(=O)CC(c1ccco1)C2 (centres undefined),-15,13,-0.8,-0.7,-16,8,-7,2,nt
O=C(OCc1csc(-c2ccccc2)n1)c1cccs1,-53,13,-0.5,-0.6,-5.2,-85,-10,2,35
CSCC[C@H](NC(=O)NCc1cccs1)C(=O)O,-6,-17,0.6,0.1,0.5,-16,-21,3,10
N#Cc1c(N)nc2c(c1-c1ccc(F)cc1)CCC2,-9,-6,0.5,0.2,4.6,-8,-12,29,2

# Additional compounds.
SMILES,Mdm2 ligase inh,PPC-1+TRAIL kill,TRPN1 ag,TRPML3 ag,TNF death inh,EBV gp42 block,p47phox inh,Runt-SMMHC FRET,CHOP inh
Cc1ccc(C)c(NC(=O)Cn2nc([N+](=O)[O-])c(Br)c2C)c1,-6,15,-1.5,0.5,2.9,8,4,1,-6
COc1ccc(N)c2c1OCCC2=O,9,17,0.0,0.5,-0.1,1,-2,-5,4
Cc1ccc(C(NC(=O)N2CCN(C)CC2)C(Cl)Cl)cc1F (centres undefined),-12,29,0.7,-1.0,1.2,-9,-11,7,16
COc1ccc(N2CCN(C(=O)CN(c3ccccc3)S(=O)(=O)c3ccc(OC)cc3)CC2)cc1,-9,-10,-0.1,-0.5,0.8,-3,-10,-3,18
CC(C)c1ccc(/C=C/C(=O)Nc2nn[nH]n2)cc1,-7,6,0.1,0.8,1.1,-5,-5,3,-8
Cc1ccc(S(=O)(=O)c2c(N)n(/N=C/c3ccco3)c3nc4ccccc4nc23)cc1,-7,22,2.1,-0.4,-4.8,-2,-112,22,36
COc1ccc(-n2cnnc2SCc2cnc(-c3ccccc3)s2)cc1,2,-6,-0.5,-0.8,-2.3,-20,-10,1,27
CCOC(=O)C1CCCN(C(=O)C2CC(=O)N(c3ccc(C)cc3)C2)C1 (centres undefined),-10,17,0.6,-0.6,-1.4,-1,-3,-2,-3
COc1ccc(NC(=O)C2CCCN(c3nc(C)cc(C)n3)C2)cc1 (centres undefined),3,-16,-2.0,0.5,-1.1,-3,-4,2,-9
CC1C(=O)NN=C1C(=O)N/N=C/c1cccs1 (centres undefined),-12,6,-0.8,0.2,-6.2,15,7,-1,1
COc1ccc(CCNC(=O)c2ccc(CS(=O)(=O)c3ccc(Br)cc3)o2)cc1OC,-6,11,10,5.9,-3.4,-6,-2,0,15
O=Cc1ccc(-c2ccc(F)cc2)o1,-10,21,0.5,1.2,-0.7,-13,-4,-4,-7
O=C(c1ccc(Cl)c(Cl)c1)N1CCC(=O)N(C(COCc2cccc(C(F)(F)F)c2)Cc2ccccc2)CC1 (centres undefined),nt,5,0.3,0.9,-0.5,15,-1,-2,15
O=C(Nc1c2c(nn1-c1ccc(F)cc1)CS(=O)C2)C12CC3CC(CC(C3)C1)C2 (centres undefined),7,-6,-1.3,-0.5,-0.5,-24,-4,2,-2
Cc1ccc(-n2c(SCC(=O)N/N=C/c3ccccc3OCC(=O)O)nc3ccccc3c2=O)cc1,nt,14,1.4,0.1,2.3,5,-5,-2,15
COc1ccc(N(CC(=O)NCc2ccc(Cl)cc2)S(=O)(=O)c2ccccc2[N+](=O)[O-])c(OC)c1,-90,7,5.6,5.2,-0.6,16,2,-1,35
CCCCOc1cccc(-c2cc(C(=O)NNC(=S)NCC)c3ccccc3n2)c1,-5,29,-0.6,0.1,-0.1,-3,-6,-5,27
CCOC(=O)c1cnc(SCC(=O)c2ccc(C)cc2)nc1N,-10,9,-1.1,-0.1,0.7,-3,3,0,1
S=c1[nH]nc(Nc2ccc(Cl)cc2)s1,-6,-2,0.6,0.4,2.1,-13,3,16,3
C#CCOCCOCCOCCNc1nc(N2CCN(C(=O)[C@H](CCC(=O)O)n3cc(C(N)Cc4ccc(O)cc4)nn3)CC2)nc(N2CCN(C(=O)[C@H](Cc3ccc(O)cc3)n3cc(C(N)CC(C)C)nn3)CC2)n1 (some centres undefined),-5,3,nt,nt,-0.7,-18,-4,-4,-1
O=C(Nc1ccc(Oc2cccnc2)cc1)c1ccccc1Cl,-19,10,1.1,0.4,-2.0,-12,-3,2,-9
COC(=O)c1ccc(NC(=O)CC2C(=O)N(c3ccc(C)cc3)C(=O)N2CC(C)C)cc1 (centres undefined),-6,10,-0.4,1.3,0.2,6,-9,1,33
COc1ccc(C2(CCN)CC(C)N(C)CC2C)cc1 (centres undefined),-26,17,0.8,1.1,1.4,-24,28,-3,-4
CN(CC(=O)Nc1sccc1C#N)C1CCCCC1,-10,39,1.3,0.1,-0.7,32,-15,-6,-19
Cc1cc(C)n(-c2nc3c(c(=O)[nH]c(=O)n3C)n2C(C)C)n1,-13,5,0.3,1.3,-1.1,-24,7,-1,12
Cc1cccc(C)c1-n1c(C)cc(/C=N/NC(N)=S)c1C,-13,-10,-1.0,-0.5,-13,-7,-6,2,34
CC(C)CNC(=O)C(=O)NN=C1CCCCCC1,-7,-1,-1.5,0.6,2.8,7,-6,-3,5
Cc1cccc(C(=O)N(c2ccccn2)C(C)c2ccco2)c1 (centres undefined),-16,32,-1.0,0.4,0.3,-21,-10,-4,-4
Cc1cc(OCn2ccc(C(=O)O)n2)ccc1Cl,-1,25,2.0,1.1,-0.7,-5,-5,-8,8
Cc1cccc(NC(=O)c2nc[nH]c2C(=O)N[C@@H](CC(C)C)C(=O)OC(C)(C)C)c1,-5,2,nt,nt,2.3,1,-6,0,26
COc1cc(C=O)ccc1OCC(=O)NC(C)(C)C,-8,7,0.2,1.1,-0.6,-12,-8,4,6
Cc1ccc(Cc2cnc(NC(=O)/C(C#N)=C/c3ccc(-c4ccc([N+](=O)[O-])cc4)o3)s2)cc1,-24,14,0.2,0.9,-1.2,3,-19,-18,-8
O=C1Nc2ccccc2C(O)(C(=O)N2CCCCC2)N1c1ccccc1 (centres undefined),-4,4,1.7,-0.1,2.2,-16,-26,-1,-7
CCOC(=O)N1CCC(NC(=O)CN(C)S(=O)(=O)c2cc3c(cc2Cl)NC(=O)CO3)CC1,-17,0,0.9,0.3,-2.1,-21,-3,-4,19
Fc1ccc(CN(Cc2ccccc2)C(c2cccs2)c2nnnn2C2CCCCC2)cc1 (centres undefined),1,0,0.5,1.4,-2.0,-11,1,2,34
CCSC1=C(C#N)C2(CCCCC2)C(C#N)C(=O)N1 (centres undefined),-8,-14,0.7,-1.3,-2.4,-17,-14,1,-8
CC(C)OC(=O)CC1C(=O)NCCN1C(=S)NC(=O)c1cccs1 (centres undefined),-4,-26,-1.1,-0.1,0.1,-2,3,2,15
OCCNCCOc1ccc(Cl)c(Cl)c1,-8,28,1.1,1.2,1.0,7,-10,2,-3
O=c1cc(/C=C/c2cccs2)[nH]c2ccccc12,-8,-1,4.3,0.9,-7.6,-15,-17,1,24
CC(=O)N1CCN(c2nc3cc4c(cc3nc2NS(=O)(=O)c2ccccc2)OCCO4)CC1,-14,0,-1.1,0.4,-0.9,4,-9,44,-21
COc1ccc(S(=O)(=O)N(Cc2cccs2)C2CCCC2)cc1,-14,23,-0.9,0.2,-3.5,-7,-4,-3,32

# From PubChem BioAssay

# Random draw from the library; about 5.9% have a hit in one of these screens.
